PAFAH1B3 FP inh: blocks human PAF acetylhydrolase 1B catalytic subunit 3; Q15102; recombinant PAFAH1B3, FP-rhodamine probe, fluorescence polarization; inhibition, % at 3.39 µM; 0.28% of 340,000 active; AID 492972;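 active means inhibition above the screen-wide average of all tested compounds plus 3 SD, cut at about 25% in these data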;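 further: 0% = enzyme with DMSO only and 100% = wells lacking PAFAH1B3 protein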
LYPLA1 counter: blocks human lysophospholipase 1, a PME1 counter-screen; AID 2174; O75608; recombinant LYPLA1, FP-Rh probe fluorescence polarization; inhibition, % at 5.9 µM; 0.16% of 320,000 active;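 active means inhibition above the mean of all tested compounds plus 3 SD, set per campaign, cut at about 14% in these data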;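 further: inhibitors block serine hydrolase probe labeling of LYPLA1 so polarization falls; 0% = enzyme with DMSO and 100% = wells lacking LYPLA1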
Target sequence (O75608 whole entry, looked up): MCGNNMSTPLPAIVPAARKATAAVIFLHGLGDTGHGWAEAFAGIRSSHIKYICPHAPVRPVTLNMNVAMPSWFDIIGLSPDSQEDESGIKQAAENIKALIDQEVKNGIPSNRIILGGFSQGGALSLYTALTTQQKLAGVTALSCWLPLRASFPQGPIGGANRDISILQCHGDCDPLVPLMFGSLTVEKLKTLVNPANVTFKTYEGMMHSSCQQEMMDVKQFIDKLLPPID
GSTO1 inh: blocks human GSTO1 in RBBP9 counter-screen; P78417; recombinant GSTO1, activity-based probe fluorescence polarization; inhibition, % at 5.96 µM; 1.1% of 300,000 active;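 active means inhibition above the campaign mean inhibition plus 3 SD, cut at about 35% in these data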;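 further: 0% = GSTO1-1 with DMSO and 100% = wells lacking GSTO1-1 enzyme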
PREPL inh: inhibitors of human prolyl oligopeptidase-like enzyme PREPL. Q4J6C6. recombinant PREPL, fluorescence polarization activity-based probe. inhibition, % at 5.96 µM. 0.68% of 320,000 active; in the data active means inhibition above about 43%;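 further: 0% = enzyme with DMSO and 100% = wells lacking enzyme; many of its hits are not listed in these tables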
PAFAH2 FP inh: inhibitors of human PAFAH2 | recombinant PAFAH2, FP-rhodamine activity probe, fluorescence polarization | Q99487 | 0.99% of 340,000 active | inhibition, % at 3.39 µM;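 active means inhibition above the mean over all tested compounds plus 3 SD, cut at about 30% in these data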;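 further: inhibitors block probe labeling of enzyme so polarization drops; 0% = enzyme with DMSO and 100% = wells lacking PAFAH2 protein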
pPAFAH inh: inhibitors of human plasma PAF acetylhydrolase (pPAFAH); Q13093; recombinant pPAFAH, FP-rhodamine probe fluorescence polarization; inhibition, % at 3.39 µM; 1.5% of 330,000 active;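 active means inhibition above the mean inhibition across the screen plus 3 SD, cut at about 25% in these data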;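 further: inhibitors block binding of the rhodamine activity-based probe so polarization drops; 0% = enzyme with DMSO and 100% = wells lacking pPAFAH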
Target sequence (Q13093 whole entry, looked up): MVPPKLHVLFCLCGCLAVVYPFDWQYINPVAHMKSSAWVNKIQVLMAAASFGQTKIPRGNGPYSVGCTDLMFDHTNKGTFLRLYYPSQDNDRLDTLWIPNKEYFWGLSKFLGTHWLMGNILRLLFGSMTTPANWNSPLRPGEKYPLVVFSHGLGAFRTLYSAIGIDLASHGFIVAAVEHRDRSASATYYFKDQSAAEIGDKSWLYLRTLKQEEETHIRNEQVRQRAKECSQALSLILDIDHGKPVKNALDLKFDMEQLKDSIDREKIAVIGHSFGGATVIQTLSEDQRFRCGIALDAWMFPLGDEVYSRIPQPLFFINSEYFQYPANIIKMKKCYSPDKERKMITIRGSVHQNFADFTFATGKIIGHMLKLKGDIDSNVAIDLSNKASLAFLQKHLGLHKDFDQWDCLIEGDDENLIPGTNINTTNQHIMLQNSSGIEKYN
PAD4 FP inh: inhibitors of human PAD4. Q9UM07. recombinant PAD4, RCA probe fluorescence polarization. inhibition, % at 6.36 µM. 0.41% of 330,000 active;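 active means percent inhibition above a cutoff equal to the mean of all tested compounds plus 3 SD, cut at about 15% in these data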;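 further: 0% = PAD4 with RCA probe and DMSO and 100% = probe without PAD4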
LYPLA2 inh: LYPLA2 (human) inhibition in PME1 counter-screen; O95372; recombinant LYPLA2, FP-Rh probe fluorescence polarization; inhibition, % at 5.9 µM; 0.38% of 320,000 active; AID 2177;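 active means inhibition above the screen-wide mean plus 3 SD, limit set per campaign, cut at about 26% in these data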;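 further: 0% = LYPLA2 with DMSO and 100% = wells lacking LYPLA2 enzyme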
PAFAH1B2 FP inh: inhibitors of human PAFAH1B2. recombinant PAFAH1B2, FP-rhodamine activity probe, fluorescence polarization. inhibition, % at 3.39 µM. 1.2% of 340,000 active;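 active means inhibition above the mean of all tested compounds plus 3 SD, cut at about 24% in these data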;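 further: 0% = enzyme with DMSO and 100% = wells lacking PAFAH1B2; many of its hits are not listed in these tables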
Target sequence (P68402 whole entry, looked up): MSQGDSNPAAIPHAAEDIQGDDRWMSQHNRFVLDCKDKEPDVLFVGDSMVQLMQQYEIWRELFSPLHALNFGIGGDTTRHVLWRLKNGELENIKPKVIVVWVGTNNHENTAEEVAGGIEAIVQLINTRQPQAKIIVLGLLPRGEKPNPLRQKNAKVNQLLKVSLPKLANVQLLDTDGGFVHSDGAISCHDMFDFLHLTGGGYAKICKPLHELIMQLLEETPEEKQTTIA
Active calls of the source: *; · = no result given; & = joins results of further samples. Not all compounds are listed; rates above refer to the full screens.

mol	PAFAH1B3 FP inh	LYPLA1 counter	GSTO1 inh	PREPL inh	PAFAH2 FP inh	pPAFAH inh	PAD4 FP inh	LYPLA2 inh	PAFAH1B2 FP inh
CCOc1ccc(NC(=O)CNC(=O)c2ccc(OC)cc2)cc1	5	-3	3	-6	-6	4	-2	-6	3
CCOC(=O)C1CCN(CC(=O)N2CCc3ccccc32)CC1	9	3	-1	-5	-3	2	38*	-1	1
O=C(CCn1nc(-c2ccccc2)c2ccccc2c1=O)NCC1CCCO1 (centres undefined)	-1	12	6	7	-3	6	2	5	-1
CCOc1cc(C=C(C#N)C#N)ccc1Oc1ccc([N+](=O)[O-])cn1	3	-4	-3	-13	0	5	-1	7	-4
CC(C)(C)NC(=O)CN(C(=O)CS(=O)CC(=O)Nc1ccc(F)cc1)c1ccc(F)c(Cl)c1 (centres undefined)	10	0	0	10	4	0	-3	2	8
CCN(C(=S)NC(=O)C1CC1)c1ccccc1	0	3	3	2	1	1	1	1	2
COc1ccc(-c2c(NC(=O)c3ccco3)n(C)c3ccccc3c2=O)cc1	2	2	4	15	1	-3	-5	-3	-1
O=C(COCc1ccccc1)N[C@@H]1c2ccccc2CC[C@@H]1OCc1ccccc1	2	·	·	·	1	11	-4	·	2
CC(=O)O[C@H]1[C@H](C)OC=C[C@@H]1OC(C)=O	-2	2	2	15	-6	1	-1	-5	2
COc1cccc2c1OC1(C)CC2NC(=O)N1c1cccc(C(=O)Nc2ccc3c(c2)OCCO3)c1 (centres undefined)	8	1	5	0	0	2	-1	-4	5
CC(=O)N1CCN(CC(=O)Nc2ccccc2C(=O)Nc2ccccc2)CC1	13	·	·	5	-6	0	3	·	6
Cc1ccsc1C(=O)OCC(=O)N1C(C)CCCC1C (centres undefined)	5	·	·	4	8	-2	-3	·	10
O=C(Nc1ccc(F)cc1)C1CCN(c2nnnn2-c2ccccc2)CC1	0	1	2	10	-2	0	3	9	11
Cc1cc2oc(C(=O)N(Cc3ccccc3)C3CCS(=O)(=O)C3)cc(=O)c2cc1Cl (centres undefined)	12	1	0	25	-4	10	0	9	1
NC(=O)c1c[nH]c2ccccc12	10	3	-3	11	-3	-1	-3	3	0
Cc1cc(NC(=O)CCCC(=O)N(CC(=O)NCCc2ccccc2)Cc2ccc(F)cc2)no1	3	2	-3	2	-7	9	0	-3	1
COc1cccc(NC(=O)CN2C(=O)NC(c3ccccc3)(c3ccccc3)C2=O)c1	0	-6	-8	-42	5	4	-4	-5	-2
Cc1cccc(N2CCN(S(=O)(=O)c3ccc4c(c3)OCCO4)CC2)c1C	-4	-2	6	-32	-13	-2	2	-3	-2
COCCC(=O)N1CCC(Oc2ccc(C(=O)NCCc3cn[nH]c3)cc2)CC1	8	-2	3	0	1	0	-3	-2	4
N#Cc1ccc(COC(=O)Cn2nnc(-c3ccccc3)n2)cc1	-6	1	4	11	0	-3	-3	3	2
O=C(c1ccco1)N1CCN(C2CC(=O)N(c3ccc4c(c3)OCO4)C2=O)CC1 (centres undefined)	0	0	5	11	-1	1	3	7	6
O=C(c1cccnc1)N1CCN(Cc2cccc(Br)c2)CC1	6	3	-4	1	7	13	2	-1	1
CCC(C)c1ccc(-c2cc(C(=O)OCC(=O)Nc3cc(C)on3)c3ccccc3n2)cc1 (centres undefined)	-4	-3	2	-10	-3	4	-1	-3	0
CCN1CCN(CCOc2ccccc2OCc2ccccc2)CC1	10	1	3	18	2	3	1	-3	0
Cc1ccccc1-c1nnc(-c2ccc(Cl)cc2)o1	-2	-4	5	10	1	-3	-3	6	4
CC1=CC(=O)C2=C(C)CC[C@@H]3[C@H](OC(=O)[C@H]3C)[C@@H]12	1	1	1	9	-1	1	9	1	-1
O=c1ncn(-c2cccc([N+](=O)[O-])c2)c2ccccc12	-1	-4	3	4	-6	7	2	-8	2
Cc1nn(C)c(C(=O)N/N=C/c2ccccc2)c1[N+](=O)[O-]	3	-2	0	0	7	1	3	3	6
Cc1ccc(C)c(S(=O)(=O)N2CCCCC2CCNC(=O)C(=O)NC2CC2)c1 (centres undefined)	4	-1	0	11	-1	-2	2	5	1
COc1ccc(/C=N/NC(=O)C2CCN(c3ncc(C(F)(F)F)cc3Cl)CC2)cc1	4	1	4	-10	-3	2	-3	3	4
CC(=C\c1ccccc1)/C=C1/SC(=S)N(CCC(=O)Nc2ccccn2)C1=O	·	-6	3	7	·	1	9	0	·
Cc1ccc(-n2c(Cc3ccccc3)nnc2SCC(=O)NNC(=O)Cc2ccccc2)cc1	-1	0	0	-4	-5	20	-4	-6	6
C=CCNC(=S)N/N=C/c1ccccc1OCCOc1ccccc1	6	1	7	-3	9	-3	-1	-1	0
O=C(CCC(NC(=O)OCc1ccccc1)C(=O)OCc1ccccc1)NCC(=O)OCc1ccccc1 (centres undefined)	1	1	5	-10	0	23	-3	8	2
Cc1ccc(OCCN2C(=O)c3ccccc3C2=O)cc1	1	1	2	0	23	-2	0	8	3
O=C1NC(c2ccccc2)(C(F)(F)F)SC2=CCCCCN12 (centres undefined)	-3	-1	6	1	6	2	-5	-9	9
CN(CC1COc2ccccc2O1)C(=O)CSc1nncs1 (centres undefined)	13	·	·	0	5	-2	4	·	9
O=C(O)C1CCN(C(=O)c2ccccc2N2C(=O)[C@@H]3Cc4c([nH]c5ccccc45)C(c4cccc(Cl)c4)N3C2=O)CC1 (some centres undefined)	6	1	-8	-3	-10	12	0	1	2
Cc1ccc(NC(=O)CN(C)C(=O)c2ccc3[nH]c4c(c3c2)CC(C)CC4)cc1 (centres undefined)	7	-4	·	31	-2	4	-3	-3	48*
O=C(CCc1nc2ccccc2c(=O)[nH]1)OCc1cccc(C(F)(F)F)c1	6	8	-9	-4	-1	1	-3	1	21
O=c1cc(N2CCN(Cc3ccccc3)CC2)c(-c2ccccc2)n[nH]1	8	1	-3	-32	-4	-3	-10	-2	7
O=C(Nc1ccccc1Cl)NC1(C(=O)NCCCN2CCOCC2)CCCCC1	5	1	4	2	-5	2	1	4	2
CCOC(=O)C1CCN(S(=O)(=O)c2ccc(C(C)=O)cc2)CC1	4	1	3	11	6	-7	-1	9	-2
O=C(C1=COCCO1)N1CCN(c2nc3ccc([N+](=O)[O-])cc3s2)CC1	8	2	2	8	-7	1	-2	-4	2
CCCNC(=O)Nc1ccc2c(c1)N(C)C(=O)c1ccccc1S2	-5	1	0	6	-7	3	2	0	1
Cn1c(SCc2c(Cl)cccc2Cl)nnc1-c1cccs1	2	-4	-3	-14	23	2	1	1	2
O=C(CC(=O)NC1CCCCC1)N/N=C/c1ccccc1[N+](=O)[O-]	1	-3	3	1	-6	1	-3	-2	3
Clc1ncccc1-c1nc2ccccc2s1	4	1	-8	-32	9	3	-2	0	2
CC(=O)c1ccc(N(C(=O)CNC(=O)c2ccco2)C(C(=O)NCC2CCCO2)c2ccccc2)cc1 (centres undefined)	4	1	2	-2	-8	2	-6	3	0
Cc1cccc(C)c1NC(=O)CSc1nnc(Cc2ccccc2)o1	9	4	4	12	-2	-6	-4	2	0
CCOC(=O)c1sc2nc(NC(=O)C(C)(C)C)sc2c1C	-1	-4	0	1	-8	-1	1	1	-5
CCOc1ccc(NC(=O)CSc2nc(N3CCOCC3)nc(N3CCOCC3)n2)cc1	-3	-2	1	5	-10	8	-1	-1	1
CCn1cc(C(=O)N[C@@H](CCSC)C(=O)NC(C)(C)CO)c(=O)c2cc3c(cc21)OCO3	10	-2	7	8	-3	0	-4	-6	5
CC(C)(CO)NC(=O)C(Cc1ccccc1)N1C(=O)c2ccccc2C1=O (centres undefined)	4	0	-6	1	0	-2	-1	0	4
CC/C(=N/Nc1cccc(C)c1)c1cnnc(SC)n1	9	0	50*	2	4	3	-12	4	-1
Cc1ccc(S(=O)(=O)N2CCOCC2)cc1C(=O)OCC(=O)NC1CC1	5	-2	·	-5	2	-1	-7	-5	3
COc1ccc(/C=N\NC(=O)c2cc(OCC(F)(F)F)ccc2OCC(F)(F)F)cc1	-2	1	-1	-3	1	3	-1	1	1
COc1ccc(CSc2nnnn2C)cc1F	-4	2	14	24	3	4	5	10	3
Cc1cc(N2CCCC2)nc2ccc(NC(=S)NCCCOC(C)C)cc12	2	3	1	14	1	6	-1	1	5
N/C(=N\OC(=O)COc1ccc(Br)cc1Cl)c1cccnc1	2	0	-2	1	1	-9	-2	2	7

(cont.)
mol	PAFAH1B3 FP inh	LYPLA1 counter	GSTO1 inh	PREPL inh	PAFAH2 FP inh	pPAFAH inh	PAD4 FP inh	LYPLA2 inh	PAFAH1B2 FP inh
CCN(c1ccccc1)c1cc(C)nc2ncnn12	-1	2	1	-3	-2	-2	-1	-7	-4
CSc1nc(-c2ccccc2)nc(SC)c1C(C)=O	17	-2	10	5	-3	-1	-3	1	4
CCOC(=O)CSc1nnc(-c2c[nH]c3ccccc23)n1CC	10	2	19	-9	-1	1	1	8	3
Cc1cc(S(=O)(=O)N2CCOCC2)ccc1NC(=O)c1ccc(F)cc1	-1	1	-1	2	1	-1	1	3	-2
Cc1cnc(C(=O)OCc2ccc(COC(=O)c3cnc(C)cn3)cc2)cn1	4	-1	4	-4	0	-2	-3	1	1
Cc1cccc([C@@H]2[C@@H]3C(=O)N(Cc4ccccc4)C(=O)[C@@H]3[C@]3(C)C(=O)N(c4cccc(F)c4)C(=O)N23)c1	-1	1	1	-1	12	-2	0	2	-3
O=c1c2cc3c(cc2[nH]c(=S)n1Cc1ccco1)OCO3	7	-3	0	4	4	1	1	4	1
Cc1ccc2c(c1)N(C(=O)CCC(=O)NCc1cccc(Br)c1)CC(C)O2 (centres undefined)	-1	1	-6	7	4	1	0	2	4
CC(CCO)Nc1nc2c([nH]1)c(=O)n(C)c(=O)n2C (centres undefined)	4	-1	2	8	3	-10	-2	-8	0
O=C(COc1ncnc2cc([N+](=O)[O-])ccc12)NC1CCCCC1	8	2	-2	18	1	2	-4	1	2
O=C(O)c1ccc(Cl)c(NC(=S)NC(=O)c2ccccc2[N+](=O)[O-])c1	1	1	-6	-2	1	0	1	9	2
Cc1ccc(C2(C)NC(=O)N(CC(=O)N(C)CC(=O)Nc3cccc(F)c3)C2=O)cc1 (centres undefined)	-1	3	·	4	3	2	-2	10	-6
CN1Cc2c(N)cccc2C(c2ccccc2)C1 (centres undefined)	4&16	2	6	9	2&-11	1	2	-4	5&2
CCc1ccc(N(CC(=O)Nc2ccc(NC(C)=O)cc2)S(=O)(=O)c2ccccc2)cc1	6	-1	1	6	-4	8	-3	-15	-3
Cc1nc(N2CCOCC2)nc(N2CCCCC2)c1[N+](=O)[O-]	-4	2	0	4	0	0	-3	-1	2
CCOC(=O)c1c(C)oc2cc(Br)c(OC)cc12	0	1	-3	-1	-3	1	0	-5	0

Filtered by structure: those above containing a tert-butyl group.
mol	PAFAH1B3 FP inh	LYPLA1 counter	GSTO1 inh	PREPL inh	PAFAH2 FP inh	pPAFAH inh	PAD4 FP inh	LYPLA2 inh	PAFAH1B2 FP inh
CC(C)(C)NC(=O)CN(C(=O)CS(=O)CC(=O)Nc1ccc(F)cc1)c1ccc(F)c(Cl)c1 (centres undefined)	10	0	0	10	4	0	-3	2	8
CCOC(=O)c1sc2nc(NC(=O)C(C)(C)C)sc2c1C	-1	-4	0	1	-8	-1	1	1	-5
